Screening data: PubChem, Sanford-Burnham Center for Chemical Genomics
mouse EphA4 binding – EphA4 ligand-binding antagonists – biochemical, colorimetric, mouse EphA4, primary screen (AID 689); 62,000 compounds, 0.1% hits; EphA4-AP binding to KYL peptide, pNPP A405; higher % means a stronger effect; one-dose inhibition, % at 10 µM; IC50 in µM for titrated hits; in the data active means a potency from the dose series; inactive means the rest, 99 in 100 with inhibition below about 22%
Active calls of the source: *.

SMILES	mouse EphA4 binding
c1ccc(CNc2ncnc3nc[nH]c23)cc1	-5%
O=C(Nc1ncc(Cc2cccc(Cl)c2Cl)s1)C1CC1	-11%
Cn1cnnc1SCC(=O)c1ccc2c(c1)CCCC2	0%
COc1ccc(CCn2nnnc2C(CC(C)C)N2CCC(C(N)=O)CC2)cc1OC (stereo not drawn)	-4%
CN(CCCNC(=O)c1cccn2c(=O)c3ccccc3nc12)Cc1ccccc1	-10%
CCCCNC(=O)Nc1ccc(Br)cn1	-4%
N=c1ccn(CC(=O)NC(N)=O)c2ccccc12	-6%
CCC(=O)N1CC23C=CC(CC2CC12CCCCC2)O3 (stereo not drawn)	7%
COc1cc(/C=C2/C(=O)NC(=O)N(c3cccc(C)c3)C2=O)ccc1OCCOc1ccccc1	-7%
CC(=O)Nc1cc(NC(=O)CCCC(=O)O)ccc1Cl	-7%
CC(NC(=O)c1ccco1)C(=O)OCc1cccc(Cl)c1 (stereo not drawn)	-8%
N#C/C(=C\c1cn[nH]c1-c1ccccc1)C(=O)NC1CCCCCC1	-18%
Cc1ccc(NC(=S)NC(=O)c2sc3ccccc3c2Cl)cc1	30%
C=CCOc1cccc(/C=N/NC(=O)C(=O)NCc2ccco2)c1	-4%
C/C(=N\OC(=O)NC(C)C)c1sc(-c2ccc(Cl)cc2)nc1C	-16%
COn1c(SCC(=O)N(C)C)nc2ccccc2c1=O	-13%
Cn1c(=O)c2c(n(Cc3ccccc3)c1=O)NC(=O)C2CC(=O)NCc1cccc(Cl)c1 (stereo not drawn)	0%
CC(=O)c1ccc(N2CCN(C(=O)C3(S(=O)(=O)c4ccc(Cl)cc4)CC3)CC2)cc1	15%
CC1=CC(=O)C=CC1(C)C(Cl)(Cl)Cl (stereo not drawn)	0%
Cc1ccc(S(=O)(=O)Nc2ccc3c(c2)ncn3C(C)(C)C)cc1	-3%
CC1=C(C(=O)Nc2cc(C)ccc2C)C(c2cccs2)NC(=S)N1 (stereo not drawn)	-7%
CCOc1nc2ccccc2nc1C	-18%
CCC(=O)N(Cc1cc2cc(OC)ccc2[nH]c1=O)c1ccccc1C	-10%
CN1C(=O)C2(Oc3ccccc3C3CC(c4ccccc4)=NN32)c2ccccc21 (stereo not drawn)	-8%
COCCN1Cc2cccc(C(=O)Nc3cccc(C)c3C)c2C1=O	7%
COc1cc(NC(=O)c2ccc(I)cc2)c(OC)cc1Cl	0%
NC(=O)c1ccc(NS(=O)(=O)c2ccccc2F)cc1	-6%
COc1cc(OC)c(/C=C2\C(=O)NC(=O)N(c3cccc(C)c3)C2=O)cc1Br	-9%
Cc1ccc(-n2ncc3c2ncn2nc(-c4ccco4)nc32)c(C)c1	-7%
Cn1nc(C(=O)N2CCOCC2)c2ccccc2c1=O	6%
CC(=O)Nc1nnc(SCc2ccc(F)cc2)s1	-16%
COc1cc(C2NC(=O)NC(O)(C(F)(F)F)C2C(C)=O)cc(OC)c1OC (stereo not drawn)	7%
CCOc1nc(C)ccc1-c1noc(C)n1	4%
CN1CCN(CC(=O)n2c3c(c4ccccc42)CCCC3)CC1	-21%
O=C(Cc1cccs1)NNC(=S)NCc1ccc(Cl)cc1	-11%
Cc1ccc(S(=O)(=O)N2CCN(c3nc(C)nc4sc5c(c34)CCC(C)C5)CC2)cc1 (stereo not drawn)	-2%
CCCCNC(=O)CSc1nc2cc(OC)c(OC)cc2c(=O)n1Cc1ccc(OC)cc1	-4%
CC(=O)Nc1ccc(NC(=O)Cn2cnc3c2c(=O)n(C)c(=O)n3C)cc1	14%
C=CCn1c(SCc2ccc(OC)cc2)nnc1-c1cccnc1	-6%
Cc1n[nH]c(C)c1C(=O)CC1(O)C(=O)N(CCc2ccccc2)c2ccc(Br)cc21 (stereo not drawn)	-5%
CCn1cc(C(=O)NCc2ccco2)c(=O)c2cc(S(=O)(=O)N3CCc4ccccc4C3)ccc21	2%
CCOc1cc(-c2noc(N)c2C#N)cc(OCC)c1OCC	1%
CCSc1nc2sc3c(c2c(=O)[nH]1)CC(C)(CC)OC3 (stereo not drawn)	3%
CCOC(=O)Cn1nc(C)n(-c2ccc(C(C)(C)C)cc2)c1=O	-8%
CCCCN(C)CCn1c(=S)[nH]c2ncccc2c1=O	-7%
O=C(Cc1ccccc1)Nc1nc(-c2cccs2)cs1	-1%
COC(=O)c1ccccc1NC(=O)CSc1nc(O)cc(=O)n1C1CCCC1	-1%
COCCN(C(=O)CCCC(=O)Nc1ccccn1)C(C(=O)NC1CCCCC1)c1ccc(C)cc1 (stereo not drawn)	1%
CC(C)C(=O)Nc1ccc(-c2cnc(-c3ccc(NC(=O)C(C)C)cc3)nc2)cc1	0%
Cc1cccc(-c2cc3nc4c(c(N5CCCC(O)C5)n3n2)CCC4)c1 (stereo not drawn)	-5%
Cc1ccc2c(c1)c1ncnc(N3CCC4(CC3)OCCO4)c1n2C	-19%
N#Cc1nc(COc2ccccc2Cl)oc1NCc1ccc(F)cc1	6%
O=C(CCn1nnc2ccccc2c1=O)N[C@H](C(=O)O)c1ccccc1	-2%
O=[N+]([O-])c1cc(/C=N/N2CCN(Cc3ccc(Cl)cc3)CC2)ccc1Cl	-12%
CCc1ccc2c(Cl)c(C(=O)N/N=C/c3c[nH]c4ccccc34)sc2c1	-10%
CCc1ccc(CC2S/C(=C(\C#N)C(C)=O)NC2=O)cc1 (stereo not drawn)	-4%
CC(C)CC(=O)NC(=S)NCCc1ccccc1	-2%
Cn1cc(C(=O)c2cccc(Cl)c2Cl)cc1C(=O)O	-10%
Cc1ccc(/C=N/N2CCN(Cc3ccc(Cl)cc3)CC2)o1	-8%
Cc1ccc(N2CCCCn3c2nc2c3c(=O)[nH]c(=O)n2C)cc1	12%
Additional compounds follow.
SMILES	mouse EphA4 binding
COc1ccccc1-c1cc(C(F)(F)F)nc(N2CCN(c3ccccc3)CC2)n1	0%
Cc1nnc(NC(=O)CSc2nc(C(C)C)nc3sc(C)c(C)c23)s1	-11%
COc1cccc(/C=C2\C(=O)C(=O)c3ccccc32)c1	4%
Cc1nnc(SCc2ccccc2)nc1/C=C/NOCc1ccc(Cl)cc1Cl	-1%
O=CNC(Cc1ccccc1)C(=O)O (stereo not drawn)	-2%
COc1cccc(-n2c(COc3ccccc3C)nnc2SCC(=O)O)c1	-3%
CCn1c(N2CCC(C)CC2)nc2c1c(=O)n(C)c(=O)n2C	-42%
CCn1ccc(C(=O)Oc2ccc(Cl)cc2)n1	-12%
CC(=O)NC(Cc1c[nH]c2ccccc12)C(=O)N1CCc2ccccc2C1 (stereo not drawn)	-3%
Cc1cc(C)cc(Oc2nn[nH]n2)c1	-4%
CN(Cc1ccccc1)c1nc2ccccn2c(=O)c1C=C1SC(=S)N(CCc2ccccc2)C1=O	-2%
CC(=O)Nc1nc2ccccc2n1Cc1ccccc1	-3%
C/C=C/Cn1c(SCc2ccc(Cl)cc2)nc2c1c(=O)[nH]c(=O)n2C	-2%
COc1ccc(NC(=O)C2CCCO2)cc1OC (stereo not drawn)	-6%
Cc1cc2ncn(/N=C/c3cccnc3)c2cc1C	1%
Cc1nc(-c2ccccn2)sc1C(=O)Nc1ccc(F)cc1	-7%
COc1ccc(CCN(C)CCC(=O)Nc2c(C)cc(C)cc2C)cc1OC	-9%
Cc1ccnn1CCSCC(=O)O	6%
COc1ccc(/C=C/C(=O)Nc2cccc([N+](=O)[O-])c2)cc1Br	2%
CCOC(=O)C1CCN(C(=O)COC(=O)c2ccc(Br)o2)CC1	10%
Cc1nc2sc(C(c3cccc(F)c3)N3CCCC(C)C3)c(O)n2n1 (stereo not drawn)	-3%
COc1ccc(Br)cc1C(=O)Nc1ccc(F)c([N+](=O)[O-])c1	-3%
Cn1nc(OC(=O)Nc2ccccc2)cc1C(F)(F)F	-8%
COc1ccc(Nc2nc(N)nc(CSc3nnc(N)s3)n2)cc1	-3%
CCS(=O)(=O)N1CCC(C(=O)NCc2cccc(OC)c2)CC1	-6%
Cc1cccc(N(CC(O)CN(Cc2ccccc2)Cc2ccccc2)S(=O)(=O)c2ccccc2)c1 (stereo not drawn)	2%
O=C(COc1ccc([N+](=O)[O-])cc1)Nc1cccc(Cl)c1Cl	-9%
O=C(NCCCN1CCN(c2ccccc2F)CC1)C1CCC(=O)N1C1CCCCC1 (stereo not drawn)	-4%
CCOC(=O)NCCc1c(C)nc2c(c(C)nn2C(C)(C)C)c1C	3%
CCOC(=O)Cc1nnc(NC(=O)COc2ccc(F)cc2)s1	-13%
COC(=O)c1cc2sccc2n1CC(=O)Nc1cc(OC)cc(OC)c1	-3%
CCCCNC(=O)c1cc2c(=O)n3cccc(C)c3nc2n(Cc2ccccc2)c1=N	32%
COc1ccccc1N1CCN(C2=CC(=O)CCC2)CC1	-2%
COc1cc(NC(=O)COC(=O)c2nc3nc(C)cc(C)n3n2)cc(OC)c1	-21%
CCNC(=O)c1ccc(-n2nc(C(F)(F)F)c3c2CCCC3)cc1	2%
Cc1cc(C(=O)COC(=O)Cn2c(C(F)(F)F)nc3ccccc32)c(C)n1Cc1ccco1	-16%
COc1cc(C=C2C(=O)NC(=O)NC2=O)ccc1OCCOc1ccc(C)cc1	0%
Cc1oc(/N=C/c2cccc3ccccc23)c(C#N)c1C	0%
N#C/C(=C\c1ccc[nH]1)Sc1nc2ccccc2s1	8%
CCOC(=O)CSC1=C(C#N)C(c2ccc(C)cc2)C2=C(CCCC2=O)N1 (stereo not drawn)	-9%
CCC(C(=O)n1nnc2ccccc21)c1ccccc1 (stereo not drawn)	-3%
COc1cc2c(cc1OC)C(c1cccc([N+](=O)[O-])c1)N(C(=O)c1ccc(F)cc1)CC2 (stereo not drawn)	-12%
CC(C)c1nc(C#N)c(NCCCn2ccnc2)o1	-4%
Cc1ccc(-n2c(CNc3ccc(F)cc3)nnc2SCC(N)=O)cc1	-18%
COc1cc(C2C3C(=O)N(c4ccccc4)C(=O)C3ON2c2ccccc2)cc(OC)c1OC (stereo not drawn)	-3%
CCOC(=O)c1sc2nc(NC(=O)C(C)(C)C)sc2c1C	-1%
COc1ccc(OC)c(NC(=O)C(CC(=O)O)NCc2ccco2)c1 (stereo not drawn)	-17%
CCOC(=O)CNC(=O)CSc1nnnn1-c1ccc(C)c(C)c1	-12%
COc1cc(C)c(Cl)cc1S(=O)(=O)n1cnc(C)c1	-15%
CN(C)C(=S)c1ccc2ccccc2n1	-5%
C#CC(=O)N(c1cc(OC)ccc1OC)C(C(=O)NC1CCCC1)c1cccs1 (stereo not drawn)	-8%
COc1ccccc1NC(=O)CSc1nnc(-c2ccccn2)n1Cc1ccco1	8%
CC(C(=O)Nc1ccccn1)N1C(=O)C2C3C=CC(C3)C2C1=O (stereo not drawn)	6%
CSc1ccc(C2NC(=O)c3ccccc3N2)cc1 (stereo not drawn)	0%
Cc1cccc(N=C2NC(=O)/C(=C\c3ccc([N+](=O)[O-])cc3)S2)c1C	10%
CCN(Cc1ccccc1)C(c1ccc(Cl)cc1)c1nnnn1C(C)(C)C (stereo not drawn)	-5%
CCOC(=O)c1c(-c2cccs2)csc1NC(=O)c1ccc(F)cc1	5%
COc1ccc(OC)c(NC(=O)CN(c2ccccc2)S(=O)(=O)c2ccccc2[N+](=O)[O-])c1	-12%
c1ccc(C2C3=C(CCCC3)Nc3ncnn32)cc1 (stereo not drawn)	-5%
Clc1ccc(-c2nnc3cccc(Cl)n23)c(Cl)c1	-1%
Further records follow:
SMILES	mouse EphA4 binding
COc1ccc(C2=C/C(=C\c3c(OC)ccc4ccccc34)C(=O)O2)c(OC)c1	-1%
COc1ccc(CC(=O)OCC(=O)NC(=O)NC23CC4CC(CC(C4)C2)C3)cc1	8%
O=C(CC1(O)C(=O)Nc2ccc(Br)cc21)c1ccc2ccccc2c1 (stereo not drawn)	-8%
COc1cc(C)c(CNc2ccc(OC)c(OC)c2)cc1C	1%
O=C(Nc1nccs1)c1nc(-c2ccccc2)n(-c2ccccc2)n1	-19%
N#Cc1nc(Cc2ccccc2)oc1N1CCN(c2cccc(Cl)c2)CC1	4%
Cc1no[n+]([O-])c1COc1ccc(/C=C2\NC(=S)NC2=O)cc1	-11%
COc1cc(Cl)c(C)cc1NC(=O)CNC(=O)Cn1cnc2ccccc2c1=O	8%
CC1Cc2cc(/C(O)=C3\C(=O)C(=O)N(CCN4CCOCC4)C3c3ccccc3F)ccc2O1 (stereo not drawn)	4%
CCn1c(=O)cc(SCC(=O)Nc2ccc3c(c2)OCCO3)c2ccccc21	-6%
Cc1ccc(C2NC(=O)NC(O)(C(F)(F)F)C2C(=O)c2ccc(Br)cc2)cc1 (stereo not drawn)	-2%

An excerpt (hit frequency here may not be typical).
